Screening data: PubChem, Sanford-Burnham Center for Chemical Genomics
tim23-1 inh = inhibits growth of tim23-1 mutant yeast; S. cerevisiae tim23-1 growth, BacTiter-Glo luminescence, 24 h; inhibition, % at 20 µM; 1.3% of 330,000 active;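 active means growth inhibition of the mutant yeast at or above 50%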;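 further: temperature-sensitive mutant grown at 25 °C; plate controls were DMSO-treated mutant yeast for no effect and medium wells lacking yeast for full effect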
APJ ag = activates the human apelin receptor APJ. 0.11% of 330,000 active. CHO-K1 APJ PathHunter beta-arrestin, luminescence; 0% DMSO wells, 100% apelin. activation, % at 20 µM;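 active means activation more than six SD over the plate average, tested at 20 µM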;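 further: 0% = DMSO alone and 100% = apelin-13 at 10 nM; some results filed as inactive read as strong as hits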
Target sequence (P35414 whole entry, looked up): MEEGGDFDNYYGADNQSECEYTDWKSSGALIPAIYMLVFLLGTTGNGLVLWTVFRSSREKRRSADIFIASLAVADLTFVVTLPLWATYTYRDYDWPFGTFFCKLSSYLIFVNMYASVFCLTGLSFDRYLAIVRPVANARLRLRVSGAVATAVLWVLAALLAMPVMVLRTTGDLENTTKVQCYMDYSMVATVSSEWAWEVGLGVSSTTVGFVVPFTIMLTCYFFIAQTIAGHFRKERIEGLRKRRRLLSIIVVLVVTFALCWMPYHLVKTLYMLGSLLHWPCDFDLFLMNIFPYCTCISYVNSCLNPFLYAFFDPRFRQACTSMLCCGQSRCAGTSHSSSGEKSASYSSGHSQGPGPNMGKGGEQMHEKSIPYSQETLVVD
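assay system = CHO-K1 APJ beta-arrestin complementation cell line | input = cell density 1000 per well | dosing = compound 20 µM once, DMSO 1% | timing = compound 90 min 25 °C, reagent 1 h | measured by = luminescence from split beta-galactosidase complementation, Galacton Star/Emerald II substrate | read-out basis = APJ agonist activity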
UPR XBP1 act = adaptive UPR (XBP1) activation. activation, % at 20 µM. CHO-XBP1 luciferase reporter, IRE1-XBP1 UPR activation, luminescence; percent of tunicamycin response, DMSO as zero. 0.33% of 330,000 active;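 active means versus positive control, 20 µM dose yields 30% or more activation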;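 further: 100% = tunicamycin at 10 µg/mL and 0% = DMSO only wells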
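Material: CHO cell line with stable XBP1 luciferase reporter; schedule: 16-18 h cell attachment at 37 °C, then 6 h compound exposure; signal: glow luminescence from Steady-Glo reagent; medium: serum-containing F12 medium, 10% FBS; benchmarks: tunicamycin 10 µg/mL and vehicle-only wells; read-out: percent activation relative to tunicamycin reference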
APJ antag = blocks the human apelin receptor APJ; CHO-K1 APJ beta-arrestin complementation, luminescence; inhibition, % at 20 µM; 0.32% of 330,000 active;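 active means inhibition above about 40% at 20 µM, limit read from the data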;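 further: cells challenged with 10 nM apelin-13 agonist together with compound; plate controls were apelin-13 plus DMSO wells for no effect and DMSO wells lacking apelin-13 for full effect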
CXCR6 inh = CXCR6 (human) receptor inhibition | O00574 | CHO-K1 PathHunter CXCR6 beta-arrestin, luminescence | inhibition, % at 20 µM | 0.36% of 360,000 active; in the data active means inhibition above about 34%, passing the limit was not always enough;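 further: antagonist mode with CXCL16 agonist at 10 nM final; 0% = 10 nM CXCL16 with DMSO and 100% = unstimulated wells without agonist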
Target sequence (O00574 whole entry, looked up): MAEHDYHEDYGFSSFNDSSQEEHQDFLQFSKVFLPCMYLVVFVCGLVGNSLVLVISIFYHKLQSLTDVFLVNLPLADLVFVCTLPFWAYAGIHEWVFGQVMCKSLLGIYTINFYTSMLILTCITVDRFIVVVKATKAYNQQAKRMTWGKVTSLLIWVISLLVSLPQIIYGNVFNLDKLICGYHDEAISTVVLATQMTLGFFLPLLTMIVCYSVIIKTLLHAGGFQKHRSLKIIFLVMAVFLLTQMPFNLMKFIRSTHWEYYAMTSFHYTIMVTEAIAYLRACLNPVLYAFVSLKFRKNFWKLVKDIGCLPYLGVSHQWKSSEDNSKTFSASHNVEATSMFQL
Mdm2 MdmX PPI = inhibitors of human Mdm2/MdmX interaction; inhibition, % at 8 µM; AID 485346; 3% of 330,000 active; SaOS-2 split-luciferase Mdm2/MdmX complementation, luminescence;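 active means inhibition of at least 50% at 8 µM in the primary screen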
CHOP UPR activ = apoptotic UPR (CHOP) activation | activation, % at 10 µM | AID 449763 | CHO-CHOP luciferase reporter, luminescence; percent of tunicamycin response over DMSO baseline | 0.34% of 330,000 active;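 active means at 10 µM dose, activation of 40% or more, normalized to positive control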;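 further: 100% = tunicamycin at 10 µg/mL and 0% = DMSO alone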
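Evaluation: % reporter activation, DMSO baseline versus tunicamycin full activation; System: CHO-CHOP luciferase reporter cell line; Input: 500 cells/well; Incubation: 6 h compound treatment, 37 °C; Measured by: Steady-Glo luciferase luminescence; Dosing: one dose, 10 µM in 0.5% DMSO; Buffer or medium: F12 medium, 10% FBS; Benchmarks: positive tunicamycin 10 µg/mL, negative DMSO alone.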
TIM10 inh = growth inhibitors of TIM10 yeast strain; S. cerevisiae TIM10 strain growth, BacTiter-Glo luminescence, 24 h; inhibition, % at 10 µM; 1.4% of 330,000 active; AID 463195;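 active means inhibition of 40% or more at the single tested concentration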;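 further: wild-type TIM10 isogenic control strain grown at permissive 25 °C; 0% = DMSO yeast wells and 100% = minimal medium wells without yeast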
tim10-1 inh = tim10-1 yeast growth inhibition. S. cerevisiae tim10-1 ts strain growth, BacTiter-Glo, 24 h. inhibition, % at 20 µM. 2.2% of 330,000 active. AID 463190;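 active means inhibition of at least 40%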;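 further: mutant grown at 25 °C; 0% = DMSO wells with yeast and 100% = wells holding no yeast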
Starred values were filed as active, the others as inactive; nt = no result given; & = joins results of further samples. Only part of the results is shown (hit frequency here may not be typical).

SMILES	tim23-1 inh	APJ ag	UPR XBP1 act	APJ antag	CXCR6 inh	Mdm2 MdmX PPI	CHOP UPR activ	TIM10 inh	tim10-1 inh
CC(C)COCC(CN(Cc1ccccc1)c1ccccc1)N1CCCC1 (stereo not drawn)	12	-6	-8	26	2	60*	0.9	20	38
C=Cc1c(C)c2cc3[nH]c(cc4nc(cc5nc(cc1[nH]2)C(C)=C5CCC(=O)O)C(CCC(=O)O)=C4C)c(C)c3C=C	8&6	0&-4	-10&-2	20&-59	5&1	35&5	-3.2&-0.7	9&3	31&19
CCOC(=O)NC(NC(=S)Nc1ccccc1[N+](=O)[O-])C(Cl)(Cl)Cl (stereo not drawn)	14	-5	0	33	9	10	1.9	7	15
COc1cccc(OCc2cc(/C=N/NC(=O)c3ccn[nH]3)ccc2OC)c1	10	-5	2	-10	0	11	2.6	23	23
COc1cc(-c2nc(C(=O)NC3CCCCC3)cc3c2[nH]c2ccccc23)cc(OC)c1OC	25	-2	8	-17	0	48	2.7	12	20
Nc1c(C(=O)c2ccccc2)sc2c1c(=O)[nH]c(=O)n2-c1ccccc1	22	2	7	0	7	-60	-0.4	18	22
O=C(NCCN1CCOCC1)C(=O)c1c[nH]c2ccccc12	3	-1	-2	19	4	0	3.0	1	-10
c1ccc(Nc2cc(-c3ccccc3)nc3ncnn23)cc1	35	-3	1	-8	8	15	1.2	57*	48*
CC(OC(=O)c1cc(=O)c2ccccc2o1)C(=O)c1ccccc1 (stereo not drawn)	-7	-4	-2	3	5	-5	0.4	3	1
COc1ccc(S(=O)(=O)N2CCCOC2CNC(=O)C(=O)NCc2ccco2)cc1C (stereo not drawn)	15	-4	-1	-1	-3	12	-1.4	11	16
Cc1cccc2sc(N(CCCN(C)C)C(=O)c3sc4ccccc4c3Cl)nc12	11	0	-1	-4	8	18	0.8	16	20
O=C(CSc1nnc(-c2cnccn2)n1Cc1ccco1)c1ccccc1	20	-3	4	16	9	-15	1.3	18	29
Cc1cccc(OCc2nnc(SCC(=O)N3c4ccccc4Sc4ccc(Cl)cc43)o2)c1	18	0	-3	-3	8	6	-1.4	3	19
COCc1cc(C)nc(SCC(=O)Nc2ccc(N3CCOCC3)cc2)c1C#N	-4	12	1	-17	-7	18	3.9	-14	-11
Cc1nc2c(cnn2-c2ccccc2Cl)c(=O)n1-c1ccc(C(C)C)cc1	29	-3	-2	-8	0	18	-1.4	34	29
COc1ccccc1-c1nc2n(n1)C(c1ccccc1Cl)C(C(N)=O)=C(C)N2 (stereo not drawn)	12	0	0	2	2	14	-1.9	7	8
N#CC1=C(N)N(c2ccccc2)C(c2ccccc2)C1(C#N)C#N (stereo not drawn)	-7	-3	4	2	-4	24	1.1	-10	-1
CC1(C)CC(=O)C=C(Nc2ccc(OCC(F)(F)C(F)F)cc2)C1	-1	0	0	-17	-4	-1	-1.2	-8	-11
C=CC(O)(C#CCN(CC)CC)c1ccccc1 (stereo not drawn)	-5	-4	2	12	-2	-14	2.8	-4	4
O=S(=O)(Nc1ccc(-c2cn3cccnc3n2)cc1)c1ccccc1	15	2	-4	-32	-8	-9	-0.8	-3	-5
COCCn1cnc2c1c(=O)n(Cc1ccc(C#N)cc1)c(=O)n2Cc1ccccc1	0	-1	2	12	-1	13	0.3	10	7
CN=c1scc(-c2c[nH]c3ccccc23)n1C	13	-5	-6	6	6	7	1.2	-1	-4
CN(C)c1ccc(/C=C2\C(=N)N3C(=NC2=O)Sc2cc(S(C)(=O)=O)ccc23)cc1	8	11	136*	53*	nt	89*	16	-1	4
Cc1cc(S(=O)(=O)N2CCOCC2)ccc1OCC(=O)Nc1ccc(F)cc1F	-18	-2	0	17	7	11	-0.9	-5	-18
O=C(c1ccc2c(c1)OCO2)N1CCC2(CC1)Oc1ccc(F)cc1C(=O)C21CC(c2cccnc2)=NO1 (stereo not drawn)	14	13	-1	15	-6	8	0.1	8	20

As a working copy, some entries already given.
SMILES	tim23-1 inh	APJ ag	UPR XBP1 act	APJ antag	CXCR6 inh	Mdm2 MdmX PPI	CHOP UPR activ	TIM10 inh	tim10-1 inh
Cc1cccc(OCc2nnc(SCC(=O)N3c4ccccc4Sc4ccc(Cl)cc43)o2)c1	18	0	-3	-3	8	6	-1.4	3	19
COCc1cc(C)nc(SCC(=O)Nc2ccc(N3CCOCC3)cc2)c1C#N	-4	12	1	-17	-7	18	3.9	-14	-11
Cc1nc2c(cnn2-c2ccccc2Cl)c(=O)n1-c1ccc(C(C)C)cc1	29	-3	-2	-8	0	18	-1.4	34	29
COc1ccccc1-c1nc2n(n1)C(c1ccccc1Cl)C(C(N)=O)=C(C)N2 (stereo not drawn)	12	0	0	2	2	14	-1.9	7	8
N#CC1=C(N)N(c2ccccc2)C(c2ccccc2)C1(C#N)C#N (stereo not drawn)	-7	-3	4	2	-4	24	1.1	-10	-1
CC1(C)CC(=O)C=C(Nc2ccc(OCC(F)(F)C(F)F)cc2)C1	-1	0	0	-17	-4	-1	-1.2	-8	-11
C=CC(O)(C#CCN(CC)CC)c1ccccc1 (stereo not drawn)	-5	-4	2	12	-2	-14	2.8	-4	4
O=S(=O)(Nc1ccc(-c2cn3cccnc3n2)cc1)c1ccccc1	15	2	-4	-32	-8	-9	-0.8	-3	-5
COCCn1cnc2c1c(=O)n(Cc1ccc(C#N)cc1)c(=O)n2Cc1ccccc1	0	-1	2	12	-1	13	0.3	10	7
CN=c1scc(-c2c[nH]c3ccccc23)n1C	13	-5	-6	6	6	7	1.2	-1	-4

The results go on.
SMILES	tim23-1 inh	APJ ag	UPR XBP1 act	APJ antag	CXCR6 inh	Mdm2 MdmX PPI	CHOP UPR activ	TIM10 inh	tim10-1 inh
O=c1c2ccccc2cnn1Cc1n[nH]c(=S)n1-c1ccccc1Cl	6	-3	4	14	12	8	1.6	-7	3
Cc1ccc(N2CC(=O)Nc3c(oc4nc(-c5ccccc5)cc(C)c34)C2=O)cc1	6	-6	2	14	12	39	2.8	3	-3
O=C(Cn1c(=O)c2c(ncn2Cc2ccccc2)n(Cc2ccccc2)c1=O)N1CCc2ccccc21	35	-3	-3	-15	-6	-32	0.5	14	27
CC1(C)CC(NC(=O)c2ccccn2)CC(C)(C)N1O	-2	-3	-3	0	9	-54	-1.6	12	9
CC1CCCN(c2nc3nonc3nc2Nc2ccccc2F)C1 (stereo not drawn)	14	-1	-6	17	6	19	-1.5	9	7
Cc1cccc(C)c1NC(=O)CNC(=O)c1ccc2ccccc2n1	15	-4	0	0	-3	-1	-0.2	7	5
CC(C)c1onc(C(=O)N(C)C2CCCCC2)c1[N+](=O)[O-]	16	-2	0	3	-2	20	0.4	13	23
COc1ccc(OC)c(Nc2nc3ccc(C)cc3n3cnnc23)c1	16	4	16	-16	-8	47	3.1	5	14
NC(=O)CC(NC(=O)c1ccccc1)c1ccc(N2CCC(Cc3ccccc3)CC2)c([N+](=O)[O-])c1 (stereo not drawn)	5	3	0	-35	16	22	0.4	4	0
COc1cc(-c2noc(CCC(=O)NC3CCCC3)n2)cc(OC)c1OC	6	-2	-3	11	1	7	2.4	19	16
COc1ccc([C@H]2CC(=O)C=C(c3ccc(OC)cc3OC)C2)cc1	30	-3	14	4	10	51*	3.7	6	17
Cc1ccc(NC(=O)CSc2nnc(-c3ccc(S(=O)(=O)N4CCOCC4)cc3)n2C)cc1	14	-3	-1	-8	-1	-4	-1.1	-1	12
COc1ccccc1-n1c(=S)[nH]c2c(sc(=S)n2-c2ccccc2)c1=O	19	-1	-3	-6	1	3	3.0	-14	2
CC(=O)NC(=S)Nc1ccc(-c2nc3ccc(C)cc3s2)cc1	-2	1	6	-20	-1	-47	4.5	-21	6
COc1ccccc1CN1CCNC(=O)C1CC(=O)N(C)CC1CCOCC1 (stereo not drawn)	-3	-1	-4	6	0	13	0.0	-5	3
CC1CCC(C(C)C)C(OCC(O)CNC(C)(C)C)C1 (stereo not drawn)	20	-4	2	1	-5	23	-0.5	11	1
COc1ccc(C(=O)NCCc2c[nH]c3ccccc23)cc1OC	1	2	-4	14	-10	18	0.4	-11	-9
COCc1cc(C)nc(SCC[N+](C)(C)CC(=O)c2ccc(Br)cc2)c1C#N	7	-3	3	11	-4	-8	-0.6	-13	2
COc1ccc(N2CCN(S(=O)(=O)c3cc(-c4cc(C)no4)ccc3C(C)C)CC2)cc1	14	-3	-5	-20	-4	51*	0.4	-4	9
O=C(NNC(=O)c1ccccc1F)c1ccc(-n2cncn2)c([N+](=O)[O-])c1	12	6	0	12	-10	-5	1.4	4	-8
COc1ccc(-n2nnnc2SCC(=O)Nc2c(C)n[nH]c2C)cc1	-3	-6	-2	-10	3	3	-1.5	-3	2
CC(=O)NCCCCCCNC(C)=O	10	-3	-3	5	4	6	0.1	11	-5
COC(=O)/C=C1/S/C(=N/N=C/c2ccc(N(C)C)cc2)NC1=O	6	-2	2	-5	nt	-12	-0.9	6	9
O=C(Cc1ccccc1[N+](=O)[O-])Nc1ccc2c(c1)OCCO2	0	-5	0	5	4	-13	2.8	0	-6
C#CCSc1nc(Cc2ccc(Cl)cc2)nc2ccccc12	-18	-5	2	28	1	27	-2.2	-39	13
Next section
SMILES	tim23-1 inh	APJ ag	UPR XBP1 act	APJ antag	CXCR6 inh	Mdm2 MdmX PPI	CHOP UPR activ	TIM10 inh	tim10-1 inh
O=C1CC(C(=O)NC2CCCCC2)C2(CCCCC2)O1 (stereo not drawn)	13	-2	2	9	-1	3	0.9	13	15
CS(=O)(=O)N(CCc1ccccc1)CC(=O)Nc1ccc(Br)cc1F	33	0	-3	-17	5	12	0.3	6	6
CCn1c(=O)n(CC)c2cc(N3CCCC3)c(NC(=O)c3ccc(C)c([N+](=O)[O-])c3)cc21	5	-1	3	-3	5	9	1.4	1	0
Cc1c(C(=O)OCC(=O)N2CCCC(C)C2)oc2ccccc12 (stereo not drawn)	12	-5	2	15	3	15	2.2	-9	-13
CCn1c(SCC(=O)Nc2nc(-c3ccccc3)cs2)nnc1-c1ccccc1	-18	-1	1	4	-7	16	1.2	-10	14
O=C(CSc1nnc(-c2ccc(NS(=O)(=O)c3ccccc3)cc2)o1)NCC1CCCO1 (stereo not drawn)	10	-4	0	8	-1	12	1.2	-7	10
Cc1cc(N/C=C/C(=O)c2cccc3ccccc23)no1	27	0	-2	-10	3	24	3.3	10	-18
